TRHR enhancer: TRH receptor (human) allosteric enhancement; enhancement, % at 2 µM; AID 493056; TRHR cells, fluo-8 calcium fluorescence, EC20 TRH enhancement; actives 0.66% (n = 360,000); in the data active = enhancement above about 30%; also: 0% is about no effect
Target sequence (P34981 whole entry, looked up): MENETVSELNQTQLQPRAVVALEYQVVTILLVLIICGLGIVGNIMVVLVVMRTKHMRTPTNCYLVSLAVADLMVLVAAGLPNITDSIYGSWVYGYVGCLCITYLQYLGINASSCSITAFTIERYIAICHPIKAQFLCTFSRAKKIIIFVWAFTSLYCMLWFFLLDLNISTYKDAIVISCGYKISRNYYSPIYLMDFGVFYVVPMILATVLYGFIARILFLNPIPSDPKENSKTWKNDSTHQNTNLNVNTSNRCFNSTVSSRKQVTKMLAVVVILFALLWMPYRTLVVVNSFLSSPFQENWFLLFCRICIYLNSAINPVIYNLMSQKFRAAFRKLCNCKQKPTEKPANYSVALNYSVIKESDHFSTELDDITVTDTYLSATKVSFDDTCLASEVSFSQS
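TRHR-expressing cells loaded with fluo-8 calcium dye were read kinetically (ex 480/em 530) during compound addition, then stimulated with an EC20 of TRH (10 nM final). Enhancement of the Gq-mediated intracellular calcium response was scored.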
D2 ag: activates the human D2 dopamine receptor; HEK293 T-REx D2 cells, calcium flux agonist mode; activation, % at 2 µM; actives 0.53% (n = 340,000);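 active = activation over 3 SD above normal in the single-dose calcium agonist read, cut at about 30% in these data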; also: 0% is about no effect
Target sequence (P14416 whole entry, looked up): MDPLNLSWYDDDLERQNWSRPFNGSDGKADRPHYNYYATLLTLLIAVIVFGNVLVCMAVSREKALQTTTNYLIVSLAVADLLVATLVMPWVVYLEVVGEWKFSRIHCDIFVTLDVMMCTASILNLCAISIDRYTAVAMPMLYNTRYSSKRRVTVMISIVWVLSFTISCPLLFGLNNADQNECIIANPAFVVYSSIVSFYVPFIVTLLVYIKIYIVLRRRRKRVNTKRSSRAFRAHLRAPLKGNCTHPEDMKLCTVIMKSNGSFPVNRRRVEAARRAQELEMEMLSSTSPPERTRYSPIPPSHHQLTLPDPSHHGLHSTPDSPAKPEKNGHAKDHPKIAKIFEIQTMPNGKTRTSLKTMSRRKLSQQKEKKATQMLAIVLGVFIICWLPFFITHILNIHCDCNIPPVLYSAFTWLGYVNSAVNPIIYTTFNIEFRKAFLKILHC
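In this primary screen, compounds producing a positive calcium signal within 180 s of addition to tetracycline-induced, force-coupled HEK293 Trex D2 cells are flagged; cells are dye-loaded with a no-wash calcium kit beforehand.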
D1 ag: activates the human D1 dopamine receptor; P21728; HEK293 T-REx D1 cells, calcium flux, agonist mode; activation, % at 2 µM; actives 1% (n = 360,000); AID 504660; in the data active = activation above about 30%; also: 0% is about no effect
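Tetracycline-induced HEK293 TREx D1 cells, force-coupled to calcium signalling, were dye-loaded with a no-wash calcium kit. Compound was pin-added after a 10 s baseline. Fluorescence was read kinetically at 1 cycle/s for 180 s, with calcium rises flagged as agonism.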
D2 potentiator: positive allosteric modulators of human D2 dopamine receptor; P14416; potentiation, % at 10 µM; HEK293 T-REx D2, calcium flux, EC20 dopamine potentiation; AID 485347; actives 0.34% (n = 340,000);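 active = potentiation over 3 SD above the plate norm, cut at about 30% in these data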; also: 0% is about no effect
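Cells plated with tetracycline inducer and held overnight at 30 C; calcium dye loaded 30–90 min at room temperature; baseline taken, compound added and read 180 s; EC20 dopamine then added and read 180 s.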
D1 potentiator: potentiators of human D1 dopamine receptor; actives 0.036% (n = 360,000); HEK293 TREx D1 cells, calcium flux, dopamine EC20 potentiation; P21728; potentiation, % at 10 µM; in the data active = potentiation above about 30%; also: 0% is about no effect
RXFP1 agonist: agonists of human relaxin receptor RXFP1; Potency, µM (series often up to 57.5 µM), for inactives: at the highest dose activation, hits mostly activators; Q9HBX9; actives 0.3% (n = 370,000); HEK293T-RXFP1 cAMP TR-FRET, 30 min; response scale: percent of porcine relaxin response, buffer zero; active = well fitted activation curve with a large enough effect; also: potency is read from the fitted curve at half-maximal effect; % is scaled to controls: 0 for no effect and ±100 for the full control effect; nearly all actives have a fitted effect of over 60% in size; many of its hits are not listed in these tables
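HEK293T cells stably expressing RXFP1 were pretreated with the PDE4 inhibitor Ro 20174, exposed to compounds for 30 min at 37C, lysed, and cAMP was read by TR-FRET. Data normalized to buffer (basal) and 29 nM porcine relaxin (100%).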
D2 antag: antagonizes the human D2 dopamine receptor; P14416; HEK293 TREx D2 cells, calcium flux, dopamine EC80; inhibition, % at 10 µM; actives 2% (n = 340,000); AID 485344; in the data active = inhibition above about 30%; also: 0% is about no effect
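HEK293 T-REx D2 cells, tet-induced, calcium dye no-wash. Cpd pintool add, 180 s kinetic, then EC80 DA, 180 s kinetic. Ca flux read.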
RXFP1 antagonist: antagonists of human relaxin receptor RXFP1. Q9HBX9. HEK293-RXFP1, relaxin-stimulated cAMP HTRF, 30 min; active compounds read low. activity change, negative = inhibition, % at 57.5 µM. actives 0.59% (n = 350,000);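 active = activity change of -60% or lower, but not beyond a set lower limit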; also: % is scaled to controls: 0 for no effect and ±100 for the full control effect
D1 antag: human D1 dopamine receptor antagonism; P21728; HEK293 TREx D1 cells, calcium flux, dopamine EC80; active compounds read low; activity change, negative = inhibition, % at 10 µM; actives 3.2% (n = 360,000); in the data active = activity change below about -30%; also: % is scaled to controls: 0 for no effect and ±100 for the full control effect
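After overnight tetracycline induction at 30 C, force-coupled D1 HEK293 cells took up a no-wash calcium dye at room temperature. Compounds were added and monitored 180 s, and the response to EC80 dopamine was then recorded.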
* = called active by the depositor; · = not tested or not shown; & = joins results of further samples.

cpd	SMILES	TRHR enhancer	D2 ag	D1 ag	D2 potentiator	D1 potentiator	RXFP1 agonist	D2 antag	RXFP1 antagonist	D1 antag
1	Cc1ccc(NC(=O)CN2C(=O)NC3(CCCC3)C2=O)cc1S(=O)(=O)N1CCCCC1	-10.3	·	3.7	·	-3.5	-0.2%	·	-1.1	1.4
2	COc1ccc(C(=O)C2CCCCC2=O)cc1 (stereo not drawn)	-5.9	-0.8	1.4	-2.7	-5.4	0.5%	-4.7	11.4	7.0
3	Cc1ccc(-c2noc(CSc3nnc(CCc4ccccc4)n3-c3ccccc3)n2)cc1	12.8	0.3	15.5	-1.3	-7.8	-0.2%	-8.1	-10.1	8.4
4	C/C(CC(=O)Nc1ccc(Br)cc1)=N\NC(=O)Cc1csc(N)n1	6.8	-0.4	1.9	-3.7	-1.4	1.9%	-14.7	-17.8	4.3
5	NC(=S)N/N=C/c1coc2ccc(O)cc2c1=O	5.9	0.5	0.6	1.3	4.3	2.1%	-21.2	10.4	-2.0
6	Cc1ccc(CNC(=O)c2cc3c(s2)-c2ccc(Cl)cc2SC3)cc1	-1.1	-0.3	-1.0	-12.7	-3.2	4.6%	·	-5.5	-1.6
7	COC(c1ccccc1)c1nnc(CCC(=O)N2CCCCCCC2)o1 (stereo not drawn)	0.6	-1.5	1.2	7.4	-2.2	-0.4%	-16.5	-8.5	9.7
8	Cc1cc(N(C)C)ccc1[N+](=O)[O-]	22.7	0.2	12.4	-12.8	-5.3	-1.1%	20.9	1.6	-14.4
9	CCCn1c(SCC(=O)c2cc(C)n(C3CC3)c2C)n[nH]c1=O	-1.9	0.1	0.0	-14.1	-8.4	0.4%	-17.5	-12.1	6.2
10	CN(C)S(=O)(=O)Oc1cccc(C(=O)Nc2ccccc2Cl)c1	-4.2	-1.1	1.6	-3.9	-4.4	-1.6%	17.6	5.3	-11.8
11	CNC(=O)CSc1nnc(-c2ccncc2)n1Cc1ccccc1	2.2	0.3	1.3	11.1	-1.7	0.8%	4.5	-6.3	0.1
12	O=C(CCCCn1c(=O)c2ccccc2n(Cc2ccc(F)cc2)c1=O)NCc1ccco1	-6.6	0.4	0.0	9.0	2.3	0.3%	7.0	-8.5	2.4
13	Cc1ccc(C(=O)NC2CC3CCCC(C2)N3Cc2ccccc2)cc1 (stereo not drawn)	10.2	0.7	-0.6	-29.4	-8.8	-1.2%	3.8	-10.7	-83.9*
14	COc1ccccc1S(=O)(=O)Cc1ccc(C(=O)N2CCN(c3ccccn3)CC2)o1	-3.2	-1.4	5.4	5.0	3.1	0.0%	-22.2	·	-19.9
15	COCC1CCN(c2nc3nonc3nc2N2CCSCC2)C1 (stereo not drawn)	-8.6	0.2	1.4	2.9	-4.2	0.4%	3.3	8.9	0.4
16	COc1ccccc1N(CC(=O)N1CCC(C(N)=O)CC1)S(=O)(=O)c1ccccc1	-5.7	·	0.4	-1.0	-5.7	0.5%	·	2.5	-1.4
17	CCOC(=O)c1c(C)[nH]c(C2=NNC(=NC(C)COC)SC2)c1C (stereo not drawn)	14.7	-0.1	1.5	0.7	-0.8	-0.9%	36.0*	-2.0	-30.0*
18	Cc1ccc(Oc2c(C(F)(F)F)oc3c(CN4CCCCC4)c(O)ccc3c2=O)cc1	0.6	2.5	-2.6	-18.3	2.8	4.3%	·	·	10.0
19	O=C(CSc1nc2[nH]ncc2c(=O)[nH]1)Nc1cccc([N+](=O)[O-])c1	5.7	0.1	3.7	-13.6	-2.4	6.2%	-6.9	2.9	0.2
20	OCC[C@@H]1C[C@@H](O)[C@H](O)[C@@]2(CCCc3ccccc3O2)O1	10.2	0.5	-0.3	-1.0	-4.0	1.6%	13.7	·	9.0
21	CC(C)(Oc1ccc(Cl)cc1)C(=O)OCC(=O)NCCc1ccccc1	11.8	-2.2	0.0	5.4	-7.9	-1.9%	22.2	-1.3	4.5
22	Cc1c(C)n(-c2ccccc2)c2ncnc(NCCN(C)C)c12	-1.2	-0.4	0.4	-24.7	-9.4	0.0%	39.7*	-0.6	5.2
23	O=C(Cn1cnc2c(oc3nc4c(cc32)CCCC4)c1=O)Nc1cccc(Cl)c1	-4.5	2.0	4.3	8.9	13.3	21.2%	-8.9	-4.0	12.6
24	O=c1o[nH]c(-c2ccccc2)c1C1=NCCCCC1	2.8	0.1	0.6	0.4	-2.2	-0.3%	10.7	-3.6	12.6
25	CC(C)Cn1c(/C=C/c2ccco2)nc2ccccc21	-2.5	4.8	6.1	1.8	-7.3	-0.5%	-10.5	-0.3	-13.3

5 entries out of the list, ordered by formula weight, smallest number first:
cpd	SMILES	TRHR enhancer	D2 ag	D1 ag	D2 potentiator	D1 potentiator	RXFP1 agonist	D2 antag	RXFP1 antagonist	D1 antag
2	COc1ccc(C(=O)C2CCCCC2=O)cc1 (stereo not drawn)	-5.9	-0.8	1.4	-2.7	-5.4	0.5%	-4.7	11.4	7.0
7	COC(c1ccccc1)c1nnc(CCC(=O)N2CCCCCCC2)o1 (stereo not drawn)	0.6	-1.5	1.2	7.4	-2.2	-0.4%	-16.5	-8.5	9.7
21	CC(C)(Oc1ccc(Cl)cc1)C(=O)OCC(=O)NCCc1ccccc1	11.8	-2.2	0.0	5.4	-7.9	-1.9%	22.2	-1.3	4.5
4	C/C(CC(=O)Nc1ccc(Br)cc1)=N\NC(=O)Cc1csc(N)n1	6.8	-0.4	1.9	-3.7	-1.4	1.9%	-14.7	-17.8	4.3
14	COc1ccccc1S(=O)(=O)Cc1ccc(C(=O)N2CCN(c3ccccn3)CC2)o1	-3.2	-1.4	5.4	5.0	3.1	0.0%	-22.2	·	-19.9

Some entries already given, showing only D2 antag.
entry | molecule | D2 antag
10 | CN(C)S(=O)(=O)Oc1cccc(C(=O)Nc2ccccc2Cl)c1 | 17.6
11 | CNC(=O)CSc1nnc(-c2ccncc2)n1Cc1ccccc1 | 4.5

Going on with the list.
cpd	SMILES	TRHR enhancer	D2 ag	D1 ag	D2 potentiator	D1 potentiator	RXFP1 agonist	D2 antag	RXFP1 antagonist	D1 antag
26	COc1ccccc1-n1nc(C(=O)Nc2ccc3c(c2)OCO3)c2ccccc2c1=O	3.1	0.4	1.5	-8.5	-6.2	0.2%	-8.1	-4.0	6.8
27	COc1ccccc1NC(=O)c1ccc(NC(=O)CSc2nc(N)cc(=O)[nH]2)cc1	4.4	0.9	1.9	3.1	·	1.7%	-36.6	-0.1	13.6
28	COC(=O)C1(Cc2cc(-c3ccc(OC)cc3OC)no2)CCN(C(=O)OC(C)(C)C)CC1	-2.3	0.7	-1.5	-10.1	-0.7	1.5%	-1.3	·	-3.6
29	NS(=O)(=O)c1ccc(CCNC(=O)NC2CCCCC2)cc1	0.7	0.5	3.1	5.3	-2.6	4.3%	16.9	0.8	17.6
30	COc1ccc2c(c1)sc(N)[n+]2Cc1cc(C)cc2cccnc12	-4.2	-0.4	10.3	9.6	-2.5	-2.5%	15.7	-16.6	1.3
31	O=C(NCc1ccc(/C=c2\sc3n(c2=O)CCN=3)o1)C(=O)Nc1ccccc1	-0.6	-0.5	8.9	3.5	-3.1	0.6%	-8.2	·	1.2
32	CCOC(=O)C(C)(C)N(Cc1ccc(C)cc1)S(=O)(=O)c1ccc(Cl)c([N+](=O)[O-])c1	-2.1	·	12.9	-0.1	-4.5	-0.3%	·	6.2	-0.5
33	C=CCn1c(=O)c2c3c(sc2n2c(Nc4ccc(C(=O)OCC)cc4)nnc12)CCCC3	-5.7	0.5	2.4	0.8	-2.3	-1.0%	8.7	-18.9	1.9
34	CCOC(=O)C1CCN(CCC(=O)Nc2ccccc2Cl)CC1	-5.6&4.9	4.1&2.7	1.4&8.6	1.0&-10.3	1.4&0.8	-1.4%&-2.5%	-17.9	-5.1&-10.2	3.1&-2.0
35	NC(=O)c1ccccc1OCC(=O)N1CCCC1c1ccc2c(c1)OCCCO2 (stereo not drawn)	0.2	0.8	2.2	11.9	0.2	1.8%	-3.6	-12.0	2.1
36	Cc1ccnc(NC(=O)CC(c2ccccc2)c2ccccc2)n1	-0.9	-0.9	-0.4	-5.1	-4.5	-0.3%	-4.7	-2.3	·
37	CCc1ccc(N2CC(C(=O)Nc3ccc(S(=O)(=O)Nc4nccs4)cc3)CC2=O)cc1 (stereo not drawn)	6.0	0.2	0.5	5.7	1.4	0.0%	-3.2	4.1	2.7
38	O=c1c2c3nc4ccccc4nc3n(/N=C/c3ccco3)c2ncn1CCC1=CCCCC1	6.4	1.7	1.6	10.9	-2.3	-0.9%	1.2	1.0	-0.1
39	CC(=O)N1CCN(C(=O)c2cccc(S(=O)(=O)N3CCOCC3)c2)CC1	-4.3	·	3.7	0.2	-8.0	0.3%	·	10.1	-5.7
40	COC(=O)CCCC(=O)N1CCC(CCC(=O)NCc2ccc(F)cc2)CC1	3.3	0.4	3.7	9.5	2.4	-4.4%	4.3	0.0	-2.7
41	S=C(NCc1ccccc1)N1CCN(c2cccc(Cl)c2)CC1	4.0	0.1	-1.9	-2.0	0.7	2.1%	-36.3	-1.5	-21.1
42	O=C(Nc1ccc(F)c(F)c1)NC1CCCCC1	-0.3	0.0	18.1	5.3	-6.0	2.0%	2.9	-10.1	-31.6*
43	COC(=O)c1cc(-c2ccc(Br)cc2)n[nH]1	-3.0	0.4	0.2	-5.0	-3.1	2.0%	-5.9	0.2	-9.4
44	COc1ccc(C2=NN(C(=O)c3ccco3)C(c3cc4ccccc4nc3Cl)C2)cc1 (stereo not drawn)	17.5	0.0	0.8	-3.6	0.6	-1.4%	9.6	3.1	-15.2
45	COC(=O)CCCC1=CC2=C(c3ccccc3)C(=O)C(C)(OC(=O)C3CCCC3)C(=O)C2=CN1Cc1ccc2c(c1)OCO2 (stereo not drawn)	7.8	0.3	5.0	-28.5	-2.0	0.0%	19.3	·	-0.2
46	O=C(NC1=NCCS1)c1ccccc1Cl	-1.8	-0.6	2.2	0.8	-4.3	-2.4%	-0.2	-9.0	-7.5
47	O=C(c1ccc(S(=O)(=O)Cc2ccccc2Cl)c([N+](=O)[O-])c1)N1CCN(c2ccccn2)CC1	-6.0	0.4	4.1	-5.3	-11.1	-0.1%	-11.5	7.0	-3.3
48	OCCN(Cc1ccccc1)CC(O)COc1ccc(-c2ccccc2)cc1 (stereo not drawn)	8.5	0.5	16.1	1.9	-2.6	-0.3%	7.7	-14.8	6.6
49	O=C(CNC(=S)N(Cc1ccccc1F)C1CCCCC1)NCCCN1CCOCC1	-9.7	0.7	-1.1	-0.5	3.6	1.1%	4.3	-9.4	10.7
50	CS(=O)(=O)N(CC(=O)N1CCOCC1)Cc1ccccc1	2.4	1.0	2.1	-0.8	1.1	-0.1%	-3.6	-6.7	-3.8

Some of the compounds tested. The share of hits here may be higher or lower than overall.
